Screening results as filed in PubChem.
HT1080-NT tox: kills 2HG-producing HT-1080-NT fibrosarcoma cells; HT-1080-NT fibrosarcoma viability, CellTiter-Glo ATP luminescence, 48 h; Potency, µM (titrated, usually from 46.1 µM), without a hit: at the highest dose activity, negative = less viability, actives largely listed as cytotoxic; 1.6% of 360,000 active; AID 686970;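 note: NT is the 2HG producing partner of a matched IDH1 knockdown line; 0% = DMSO-treated cells and -100% = media-only wells without cells; nearly all actives have a fitted effect of over 55% in size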
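Viability of the 2HG-overproducing fibrosarcoma line after 48 hours of compound exposure at 37 degrees C was determined by luminescence with CellTiter-Glo, and concentration-effect curves were then fitted and categorized.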
KB-3-1 cytotox: KB-3-1 parental cell cytotoxicity; KB-3-1 viability, CellTiter-Glo ATP luminescence, 72 h; Potency, µM (highest dose often 46.1 µM), inactives show top-dose activity change, negative = cytotoxic, most hits filed as cytotoxic; 1.4% of 400,000 active; AID 1347075; note: % is set by controls: 0 for no effect and ±100 for the full control effect; nearly all actives have a fitted effect of over 60% in size
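Here the drug-naive KB-3-1 line serves as comparator for MDR sub-line selectivity; cells received compound titrations, 72 h at 37 °C, then CellTiter-Glo readout.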
HT1080 IDH1KD tx: kills HT-1080 cells with IDH1 knockdown; AID 686971; 2% of 360,000 active; Potency, µM (doses to about 46.1 µM), for inactives: at the highest dose activity, negative = toxicity, usual class: cytotoxic; HT-1080 IDH1 knockdown viability, ATP luminescence, 48 h;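 note: 0% = DMSO wells and -100% = cell-free medium wells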
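HT-1080-IDH1KD cells (IDH1 knocked down), 750/well in RPMI with 5% FBS, treated with compound 48 h at 37 degrees C. Viability by CellTiter-Glo luminescence, normalised to DMSO and no-cell wells; concentration-response curves classed.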
KB-V1 cytotox: kills drug-selected multidrug resistant KB-V1 cells; 3.4% of 400,000 active; Potency, µM (series often up to 46.1 µM), inactives show top-dose activity change, negative = cytotoxicity, usual class: cytotoxic; KB-V1 MDR cells viability, CellTiter-Glo, 72 h; note: % is set by controls: 0 for no effect and ±100 for the full control effect; nearly all actives have a fitted effect of over 60% in size
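KB-V1 cells (P-gp-expressing MDR subline of KB-3-1) in phenol-red-free DMEM with 10% FBS were exposed to library compounds over a concentration series for 72 h at 37 degrees C. Viability read by CellTiter-Glo luminescence; concentration-effect curves fitted after normalization.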
GLP-1R inv ag: GLP-1 receptor (human) inverse agonism; P43220; HEK293 GLP-1R CRE-luciferase, luminescence, 24 h; GLP-1R form is constitutively active; Potency, µM (titrated, usually from 38.3 µM), without a hit: at the highest dose activity change, negative = inhibition, hits mostly inhibitors; 1.6% of 410,000 active; AID 624417; note: % is set by controls: 0 for no effect and ±100 for the full control effect; nearly all actives have a fitted effect of over 55% in size
Target sequence (P43220 whole entry, looked up): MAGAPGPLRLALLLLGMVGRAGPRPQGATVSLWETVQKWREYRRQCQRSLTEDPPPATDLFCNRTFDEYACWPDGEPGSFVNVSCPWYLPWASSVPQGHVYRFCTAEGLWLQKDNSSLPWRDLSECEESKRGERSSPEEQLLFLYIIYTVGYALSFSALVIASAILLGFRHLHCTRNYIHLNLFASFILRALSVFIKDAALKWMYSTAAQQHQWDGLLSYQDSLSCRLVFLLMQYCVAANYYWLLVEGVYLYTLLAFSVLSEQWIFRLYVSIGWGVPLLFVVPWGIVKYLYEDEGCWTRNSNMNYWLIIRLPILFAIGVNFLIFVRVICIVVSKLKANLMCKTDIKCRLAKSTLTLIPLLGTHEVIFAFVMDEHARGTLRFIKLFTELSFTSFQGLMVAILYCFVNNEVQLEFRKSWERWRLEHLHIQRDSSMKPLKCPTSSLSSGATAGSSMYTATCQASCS
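qHTS in 1536-well format: reporter HEK293 cells expressing constitutive GLP-1R activity in DMEM + 10% Nu serum, 24 hr with compounds at 37 deg C, luminescence read after 12 min with detection reagent.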
TDP43 rescue: rescues yeast growth from TDP-43 toxicity; TDP-43 expressing yeast growth rescue, BacTiter-Glo, 24 h; Potency, µM (series often up to 46.1 µM), without a hit: at the highest dose growth rescue (activation), usual class: activators; 1.8% of 410,000 active; note: % of control where 0% means no effect; nearly all actives have a fitted effect of over 50% in size
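Cell-based yeast growth screen: TDP-43 expression induced in galactose, inoculum OD600=0.02 after raffinose pregrowth to mid-log. Read-out BacTiter-Glo luminescence at 24 hr, 30 deg C; inhibition of toxicity seen as signal increase.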
HEK293 tox: cytotoxicity counter-screen for GLP-1 receptor inverse agonists | HEK293 cAMP-luciferase reporter cells, luminescence, 24 h | Potency, µM (doses to about 38.3 µM), inactives show at the highest dose activity change, negative = inhibition, hits mostly inhibitors | 0.13% of 410,000 active | AID 624418;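 note: loss of luciferase light is scored as toxicity; % is set by controls: 0 for no effect and ±100 for the full control effect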
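Here, cytotoxicity is scored as loss of luminescence. The MLSMR collection was tested on cells seeded in medium containing 10% Nu serum, with a 24 hr compound exposure preceded by 12 hours of culture.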
SW480 rerep: induces DNA re-replication in SW480 colon adenocarcinoma cells. Potency, µM (highest dose often 46.1 µM), for the others: top-dose re-replication activation, actives largely listed as activators. SW480 DNA re-replication, Hoechst DNA content imaging, 48 h. 1.8% of 340,000 active. AID 624297; note: % of control where 0% means no effect; nearly all actives have a fitted effect of over 55% in size
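Cells (250 per well) received 23 nL compound or DMSO by pin tool and were kept 48 hr at 37 C, 5% CO2. Nuclei were then stained with Hoechst for 40 min and scanned for DNA content.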
GLP1R ag: activates the human GLP-1 receptor; HEK293 GLP-1R CRE-luciferase, luminescence, 4-6 h; cells express a hypersensitive GLP-1R form; Potency, µM (titrated, usually from 45.6 µM), inactives show at the highest dose activation, usual class: activators; 0.007% of 380,000 active; AID 624172; note: % of control where 0% means no effect
* = called active by the depositor; ? = inconclusive; / = no result given; [ ] = dose if it differs, or a comment. Calls come from the whole dose curve; as a rule, active = well fitted curve in the direction sought with a large enough effect; inconclusive = small, poorly fitted or top-dose-only effect, or another doubt; inactive = no such curve, though single readings can be large; an effect the other way counts as inactive or inconclusive. Potency is the fitted concentration of half-maximal effect.

Value order – HT1080-NT tox	KB-3-1 cytotox	HT1080 IDH1KD tx	KB-V1 cytotox	GLP-1R inv ag	TDP43 rescue	HEK293 tox	SW480 rerep	GLP1R ag
- CSCCC(NC(=O)c1ccc(Cl)cc1Cl)C(=O)OC1CCCCC1=O (stereo not given)
→ 5%	0%	3%	-2%	13%	13%	-5%	-1%	-4%
- CN1CCN(C(=O)c2ccc(CN(c3ccccc3)S(=O)(=O)c3ccccc3)cc2)CC1
→ 7%	-2%	2%	-21%	-28%	-13%	-7%	15%	3%
- CC(C)C[C@@H](COCc1ccc(Cl)cc1)N1CCN(C(=O)c2ccc(C(F)(F)F)cc2)CCC1=O
→ ?	?	?	0%	?	0%	-12%	/	-4%
- COc1cccc(OC)c1C(=O)Nc1ccc(S(=O)(=O)N2CCCCC2)cc1
→ -27%	-18%	0%	-31%	-12%	-16%	-20%	0%	1%
- CCn1c(O)c(C=NC2CCCC2)sc1=S
→ 1%	-2%	0%	-21%	0%	?	?	-3%	1%
- O=C(C1=C(c2ccccc2)C(=O)c2ccccc2C1=O)c1ccccc1
→ ?	?	15µM*	?	?	-16%[9.22 µM]	?	7.3µM*	-4%
- CCCNC(=O)NC(=O)COC(=O)c1oc2ccc(OCC)cc2c1C
→ 3%	5%	0%	0%	-18%	16%	-8%	-2%	-10%
- COc1ccc(C2c3ccc(O)cc3Oc3ncn(Cc4ccco4)c(=N)c32)cc1OC (stereo not given)
→ ?	-17%	?	-20%	79%[activator]	3%	-6%	-4%	23%
- Cc1ccc(CNC(=O)c2cc(-c3ccccc3)n(Cc3cc(C)no3)n2)cc1
→ 19%	-9%	1%	-11%	1%	24%	-9%	-10%	27%
- Cc1occc1-c1nc(-c2ccccn2)no1
→ ?	?	?	?	?	-28%	-5%	0%	-8%
- CCn1c(SCC(=O)N2CCCCC2)nc2c([nH]c3ccccc32)c1=O
→ -1%	0%	-17%	-26%	5%	6%	-4%	/	0%
- O=C(CSc1ncc(C(F)(F)F)cc1Cl)N1CCN(S(=O)(=O)c2ccc3ccccc3c2)CC1
→ -2%	-19%	?	5.8µM*	0%	-4%	-2%	6%	-6%
- Cc1cc(C)cc(C(=O)NCC(=O)OCC(=O)NC2CCCc3ccccc32)c1 (stereo not given)
→ -1%	-1%	-4%	0%	9%	-17%	3%	2%	?
- O=C(Nc1ccccc1F)c1ccccc1C(=O)Nc1ccccc1F
→ 3%	-3%	4%	8%	17%	?	4%	-14%	3%
- O=c1cc(-c2ccccc2Cl)oc2c(NS(=O)(=O)c3cc(Cl)cc(Cl)c3O)ccc(O)c12
→ 3.3µM*	?	?	18µM*	4µM*	1%	?	20%	3%
- Cc1cccc(OCC(=O)O/N=C(\N)c2ccncc2)c1
→ -1%	-8%	0%	-17%	-8%	4%	3%	-1%	22%
- Cc1ccc2nc(-c3ccc(NC(=O)COC(=O)c4ccc([N+](=O)[O-])o4)cc3)sc2c1
→ 12%	3%	6%	-25%	-21%	15%	-2%[1.53 µM]	?	-5%
- COC(=O)CC1C(=O)NCCN1C(=O)CSc1nnnn1-c1ccc(OC)cc1 (stereo not given)
→ 0%	-22%	3%	11%	2%	4%	11%	11%	-12%
- O=C(/C=C/c1ccc(OCCCF)cc1)Nc1ccnc(-c2ccncc2)n1
→ -14%	-4%	-7%	?	2%	2%	-2%	1%	9%
- CC(=O)Nc1ccc(S(=O)(=O)NCCCc2ccccc2)cc1
→ 14%	-9%	-1%	-9%	-21%	-5%	-2%	5%	5%

Continuation:
Assay codes – A = HT1080-NT tox; B = KB-3-1 cytotox; C = HT1080 IDH1KD tx; D = KB-V1 cytotox; E = GLP-1R inv ag; F = TDP43 rescue; G = HEK293 tox; H = SW480 rerep; I = GLP1R ag
canonical_smiles: O=C(COc1ccc(F)cc1Br)NCCCN1CCCC1=O
  A: -4%; B: -7%; C: -2%; D: -5%; E: 11%; F: 5%; G: 1%; H: -7%; I: 2%

canonical_smiles: CCOCC(=O)Nc1cccc(Br)c1
  A: 20%; B: -1%; C: 21%; D: -2%; E: 4%; F: -23%; G: -8%; H: 2%; I: 2%

canonical_smiles: c1ccc(CN2CCN(C(c3ccccc3)c3ccccc3)CC2)cc1
  A: -14%; B: 1%; C: ?; D: ?; E: ?; F: -6%; G: ?; H: 8%; I: -3%

canonical_smiles: COc1ccc(-n2cc([N+](=O)[O-])c(=O)c3ccc(Cl)cc32)cc1
  A: 11%; B: -1%; C: 16%; D: 0%; E: -2%; F: 1%; G: -4%; H: 7%; I: 8%

canonical_smiles: CC1CC2(CCCC2)N(C(=O)N(C)C)c2ccc(F)cc21 (stereo not given)
  A: 17%; B: 0%; C: 18%; D: 5%; E: 11%; F: 20%; G: 1%; H: -26%; I: 16%

canonical_smiles: O=CNNC(=O)c1cccc([N+](=O)[O-])c1
  A: 28%; B: 12%; C: 12%; D: 5%; E: 21%; F: 5%; G: 7%; H: ?; I: -1%

canonical_smiles: C[C@H](O)[C@@H]1C(=O)N2CCc3ccc(N4CCOCC4)cc3[C@@H]2C[C@@H]1N(C)C(=O)C(C)(C)C
  A: 14%; B: 4%; C: 12%; D: -6%; E: 4%; F: 7%; G: -2%; H: 0%[9.22 µM]; I: -2%

canonical_smiles: c1ccc(-n2c(-c3ccncc3)nnc2-c2cccs2)cc1
  A: -2%; B: 12%; C: -5%; D: -4%; E: 2%; F: 6%; G: -21%; H: -1%; I: 7%

canonical_smiles: Cc1cccc(OCCOCCn2c(-c3ccc(Cl)cc3)nc3ccccc3c2=O)c1C
  A: /; B: 9%; C: /; D: -7%; E: 0%; F: ?; G: -2%; H: /; I: /

canonical_smiles: O=C1NC2(CCCCC2)C(=O)N1CCS(=O)(=O)Oc1ccccc1
  A: 1%; B: 0%; C: 2%[9.24 µM]; D: ?; E: 0%; F: -9%; G: -2%; H: -5%; I: 5%

canonical_smiles: CC(/C=N/NC(=O)Cc1cc(=O)[nH][nH]1)=C\c1ccccc1
  A: -2%; B: 2%; C: 1%; D: 3%; E: 0%; F: -2%; G: -10%; H: -2%; I: -11%

canonical_smiles: CCCCNC(=S)N(C)/N=C/c1c(C)[nH]c2ccccc12
  A: -27%; B: 9%; C: -25%; D: ?; E: ?; F: -5%; G: 9%; H: 0%; I: 13%

canonical_smiles: O=C(CC1C(=O)NCCN1Cc1ccc(-c2ccccc2)cc1)NC1CCC1 (stereo not given)
  A: -12%; B: 0%; C: -13%; D: -5%; E: -19%; F: -10%; G: -1%; H: -4%; I: -1%

canonical_smiles: Cn1c(SCc2ccc3c(c2)OCO3)nnc1-c1ccccc1
  A: 12%; B: 10%; C: 6%; D: -1%; E: 13%; F: 21%; G: -5%; H: -4%; I: 17%

canonical_smiles: O=C(C(=O)N1CCC(c2ccccc2)CC1)c1ccc(F)c(F)c1
  A: -8%; B: 1%; C: -15%; D: -10%; E: 22%; F: 22µM*; G: -4%; H: /; I: /

canonical_smiles: CCCCn1c(N)c(N(CCOC)C(=O)c2oc3ccc(OCC)cc3c2C)c(=O)[nH]c1=O
  A: 1%; B: 10%; C: 7%; D: 7%; E: 0%; F: 15%; G: -6%; H: 5%; I: 1%

canonical_smiles: CCN(C(=O)COC(=O)CNS(=O)(=O)c1ccccc1)c1ccccc1
  A: 12%; B: -5%; C: 14%; D: 11%; E: 3%; F: 14%; G: 0%; H: -51%; I: -1%

canonical_smiles: Cn1c(-c2ccc3c(c2)OCO3)c(C(=O)O)c(=O)c2ccccc21
  A: 9%; B: 19%; C: 21%; D: 9%; E: 21%; F: -4%; G: -1%; H: 0%; I: -2%

canonical_smiles: Cc1ccc(-c2n[nH]c(=O)c3ccccc23)cc1N
  A: -25%; B: -6%; C: ?; D: ?; E: 0%; F: -3%; G: -11%; H: 2%; I: 16%

canonical_smiles: CCOc1cc(C(=O)NC2CCCCCCC2)cc(OCC)c1OCC
  A: 14%; B: 3%; C: 11%; D: -24%; E: ?; F: 8%; G: -11%; H: -4%; I: 3%

canonical_smiles: Cc1cc(NC(=O)NCc2ccco2)ccc1NC(=O)NCc1ccco1
  A: -18%; B: 12%; C: -10%; D: -1%; E: -6%; F: -15%; G: -1%; H: -11%; I: 7%

canonical_smiles: COc1cc(NC(=O)c2cnc3c(-c4ccc(F)cc4)c(C)nn3c2C)cc(OC)c1
  A: /; B: 6%; C: /; D: 2%; E: ?; F: -4%; G: -20%; H: /; I: /

In the list so far, 6 have a furan ring, fused or not.
Assay codes – A = HT1080-NT tox; B = KB-3-1 cytotox; C = HT1080 IDH1KD tx; D = KB-V1 cytotox; E = GLP-1R inv ag; F = TDP43 rescue; G = HEK293 tox; H = SW480 rerep; I = GLP1R ag
canonical_smiles: CCCNC(=O)NC(=O)COC(=O)c1oc2ccc(OCC)cc2c1C
  A: 3%; B: 5%; C: 0%; D: 0%; E: -18%; F: 16%; G: -8%; H: -2%; I: -10%

canonical_smiles: COc1ccc(C2c3ccc(O)cc3Oc3ncn(Cc4ccco4)c(=N)c32)cc1OC (stereo not given)
  A: ?; B: -17%; C: ?; D: -20%; E: 79%[activator]; F: 3%; G: -6%; H: -4%; I: 23%

canonical_smiles: Cc1occc1-c1nc(-c2ccccn2)no1
  A: ?; B: ?; C: ?; D: ?; E: ?; F: -28%; G: -5%; H: 0%; I: -8%

canonical_smiles: Cc1ccc2nc(-c3ccc(NC(=O)COC(=O)c4ccc([N+](=O)[O-])o4)cc3)sc2c1
  A: 12%; B: 3%; C: 6%; D: -25%; E: -21%; F: 15%; G: -2%[1.53 µM]; H: ?; I: -5%

canonical_smiles: CCCCn1c(N)c(N(CCOC)C(=O)c2oc3ccc(OCC)cc3c2C)c(=O)[nH]c1=O
  A: 1%; B: 10%; C: 7%; D: 7%; E: 0%; F: 15%; G: -6%; H: 5%; I: 1%

canonical_smiles: Cc1cc(NC(=O)NCc2ccco2)ccc1NC(=O)NCc1ccco1
  A: -18%; B: 12%; C: -10%; D: -1%; E: -6%; F: -15%; G: -1%; H: -11%; I: 7%

Random draw from the library; any-hit rate near 9.4%.
